SRC3 inh – SRC3 coactivator transcriptional activity inhibitors, primary screen, cell-based, luminescence | 0.17% of 360,000 active | AID 588352, 2011 | inhibition, % at 3.6 µM | HEK293 GAL4-SRC3 luciferase reporter | Nuclear receptor coactivator 3 (Homo sapiens), Q9Y6Q9;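 active means inhibition above a per-campaign cutoff, the mean of all compounds plus 3 SD, cut at about 60% in these data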;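 further: 0% = DMSO-treated cells and 100% = gossypol-treated cells at 36 µM; higher means less SRC3-driven luciferase light from the GAL4 reporter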
Target sequence (Q9Y6Q9 whole entry, looked up, the tested form may be a part): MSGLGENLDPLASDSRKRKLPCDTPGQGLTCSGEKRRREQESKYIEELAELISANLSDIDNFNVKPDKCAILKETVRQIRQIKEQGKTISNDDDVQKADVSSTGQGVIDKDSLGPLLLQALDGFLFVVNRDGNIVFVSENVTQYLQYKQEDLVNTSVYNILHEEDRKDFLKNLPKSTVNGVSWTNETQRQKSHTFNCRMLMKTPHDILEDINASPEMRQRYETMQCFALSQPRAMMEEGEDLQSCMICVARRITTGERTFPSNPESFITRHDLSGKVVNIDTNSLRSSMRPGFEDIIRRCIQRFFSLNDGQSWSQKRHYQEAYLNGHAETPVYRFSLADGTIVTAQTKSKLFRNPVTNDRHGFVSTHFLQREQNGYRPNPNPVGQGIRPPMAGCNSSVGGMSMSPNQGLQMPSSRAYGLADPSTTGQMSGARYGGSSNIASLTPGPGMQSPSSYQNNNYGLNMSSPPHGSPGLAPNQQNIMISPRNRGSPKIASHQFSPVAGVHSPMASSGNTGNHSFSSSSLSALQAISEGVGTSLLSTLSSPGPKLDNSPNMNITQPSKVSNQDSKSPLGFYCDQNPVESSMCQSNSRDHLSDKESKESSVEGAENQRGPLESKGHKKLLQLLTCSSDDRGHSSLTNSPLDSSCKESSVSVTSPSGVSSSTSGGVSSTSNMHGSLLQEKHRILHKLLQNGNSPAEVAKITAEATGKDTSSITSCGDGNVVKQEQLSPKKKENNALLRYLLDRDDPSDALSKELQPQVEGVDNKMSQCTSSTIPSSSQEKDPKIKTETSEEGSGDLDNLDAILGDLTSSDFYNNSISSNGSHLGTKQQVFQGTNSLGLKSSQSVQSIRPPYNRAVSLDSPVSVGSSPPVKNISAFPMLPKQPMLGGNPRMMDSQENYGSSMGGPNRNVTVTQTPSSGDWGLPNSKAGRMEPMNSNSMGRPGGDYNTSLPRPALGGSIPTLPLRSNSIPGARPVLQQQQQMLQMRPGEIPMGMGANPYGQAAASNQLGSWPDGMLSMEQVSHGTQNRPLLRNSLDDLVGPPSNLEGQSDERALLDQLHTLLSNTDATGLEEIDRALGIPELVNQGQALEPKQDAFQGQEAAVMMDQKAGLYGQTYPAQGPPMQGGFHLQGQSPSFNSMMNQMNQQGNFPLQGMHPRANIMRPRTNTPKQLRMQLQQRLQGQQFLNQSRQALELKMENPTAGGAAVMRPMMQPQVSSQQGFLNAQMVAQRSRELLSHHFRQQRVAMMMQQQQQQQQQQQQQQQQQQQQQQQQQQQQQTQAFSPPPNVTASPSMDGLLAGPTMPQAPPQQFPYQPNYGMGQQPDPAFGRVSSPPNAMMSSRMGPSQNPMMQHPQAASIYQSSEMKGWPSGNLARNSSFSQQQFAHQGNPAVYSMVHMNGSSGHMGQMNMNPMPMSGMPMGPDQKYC
SRC1 inh – SRC1 coactivator transcriptional activity inhibitors, primary screen, cell-based, luminescence. Nuclear receptor coactivator 1 (Homo sapiens), Q15788. HEK293 GAL4-SRC1 luciferase reporter. inhibition, % at 3.6 µM. 0.12% of 360,000 active;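 active means inhibition above the campaign mean plus 3 SD, with each screening campaign given its own cutoff, cut at about 60% in these data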;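 further: 0% = DMSO treated cells and 100% = gossypol at 36 µM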
LMP1 NFkB inh – EBV LMP1-driven NF-kappaB luciferase reporter inhibitors, primary screen, cell-based, luminescence, single point; LMP1-induced NF-kappaB luciferase reporter cells; 0.69% of 350,000 active; inhibition, % at 12.5 µM; in the data active means inhibition above about 41%;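 further: 0% = neutral control wells and 100% = reference inhibitor control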
Vif imaging – HIV Vif self-association inhibitors, primary screen, imaging, HEK293T, single point; HEK293T cells, Vif self-association by quenched fluorescence, 24 h; inhibition, % at 7.49 µM; 0.35% of 340,000 active; in the data active means inhibition above about 50%, passing the limit was not always enough; further: some results filed as inactive read as strong as hits
TROY signal inh – inhibitors of TROY-driven NF-kB signaling, primary screen, Q293 LMP1-TROYcd cells, NF-kB luciferase, uHTS. AID 1347056, 2019. inhibition, % at 10 µM. Q293 LMP1-TROYcd NF-kB luciferase reporter, 4 h. 0.98% of 360,000 active;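 active means compounds whose plate-normalised and pattern-corrected inhibition of the luciferase reporter signal at the single screening dose is 50% or more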
TRAIL sens C8 – viability loss with TRAIL in NB7+C8 cells, primary screen, TRAIL sensitizer project, cell-based, ATPlite luminescence | inhibition (viability loss, TRAIL sensitization), % at 10 µM | 1% of 360,000 active;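 active means compounds causing at least 50% loss of cell viability in the single-dose screen, relative to plate controls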
LRH-1 inv ag – LRH-1 (NR5A2) inverse agonists, primary screen, cell-based, luminescence, HEK293T, StAR-luciferase reporter; Nuclear receptor subfamily 5 group A member 2 (Homo sapiens), O00482; LRH-1 transfected, 24 h; inhibition, % at 3.6 µM; 0.13% of 360,000 active;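 active means inhibition above the mean inhibition of all tested compounds plus 3 SD, cut at about 73% in these data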;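 further: 0% = DMSO wells and 100% = reporter-only cells lacking LRH-1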
NOD2 RIPK2 PPI – NOD2-RIPK2 binding disruptors in cells, primary screen, fluorescence, CHO cells, BLA complementation; AID 624267, 2012; 0.38% of 360,000 active; inhibition, % at 4.98 µM; Receptor-interacting serine/threonine-protein kinase 2 (Homo sapiens), O43353; CCF4 ratio; in the data active means inhibition above about 21%;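 further: 0% = vehicle only and 100% = reference blocker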
TLR9-MyD88 inh – inhibitors of TLR9-MyD88 association in cells, primary screen, cell-based, CHO, BLA complementation, fluorescence; Toll-like receptor 9 (Homo sapiens) + Myeloid differentiation primary response protein …; CCF4 FRET ratio; inhibition, % at 4.98 µM; 0.21% of 340,000 active; AID 504734, 2011;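 active means inhibition above the mean over all tested compounds plus 3 SD, cut at about 21% in these data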;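 further: 0% = DMSO only wells and 100% = clavulanate BLA inhibitor control wells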
SRC2 inh – inhibition of GAL4-SRC2 driven luciferase reporter, primary screen, SRC2 inhibitor project, cell-based, luminescence; Nuclear receptor coactivator 2 (Homo sapiens), Q15596; 0.17% of 370,000 active; HEK293 GAL4-SRC2 luciferase reporter; AID 651957, 2012; inhibition, % at 9 µM;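 active means inhibition above the mean inhibition of all tested compounds plus 3 SD, set per campaign, cut at about 52% in these data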;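 further: 0% = DMSO treated cells and 100% = cells given Gossypol at 36 µM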
COUP-TFII inh – NR2F2 transcriptional activity inhibitors, primary screen, cell-based, luciferase reporter, HEK293T, luminescence | COUP transcription factor 2 (Homo sapiens), P24468 | HEK293T NGFI-A luciferase reporter | inhibition, % at 8.6 µM | 0.7% of 370,000 active | AID 686940, 2013;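 active means inhibition above a per-plate cutoff, mean inhibition of test wells between control levels plus 3 SD, cut at about 38% in these data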;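 further: cells cotransfected with COUP-TFII expression vector driving the NGFI-A reporter; 0% = median of COUP-TF2 test wells and 100% = reporter-only cells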
* hit, by the source's call; nt = not tested or not shown.

SMILES | SRC3 inh | SRC1 inh | LMP1 NFkB inh | Vif imaging | TROY signal inh | TRAIL sens C8 | LRH-1 inv ag | NOD2 RIPK2 PPI | TLR9-MyD88 inh | SRC2 inh | COUP-TFII inh
COc1ccc(OC)c(C2C=C(C34CC5CC(CC(C5)C3)C4)NC(=S)N2)c1 (centres undefined) | 1 | -10 | 6 | -6 | 5 | -1 | -7 | 6 | 6 | 2 | 0
O=C(NCCCn1ccnc1)C(=O)NC1CCCCC1 | 13 | 6 | -3 | -5 | 8 | -13 | -4 | -11 | -4 | -5 | 7
CCCn1c(CCNc2nc(-c3ccc(OC)cc3)cs2)nc2ccccc21 | -5 | -5 | -1 | nt | -15 | 0 | -22 | -13 | 3 | -40 | -3
CCCCN(CC)CCNS(=O)(=O)c1ccc2c(c1)oc(=O)n2C | 6 | 1 | 2 | 8 | -9 | 1 | 8 | -10 | -2 | -4 | 5
Cn1c(=O)c2c(nc(SCc3nn[nH]n3)n2Cc2ccccc2F)n(C)c1=O | 18 | -28 | -5 | -8 | 4 | -6 | -2 | 1 | -12 | -11 | 0
COc1ccc(CN(C2CCCC2)S(=O)(=O)c2ccc(-n3cnnn3)cc2)cc1 | 2 | 8 | -4 | -3 | -14 | 1 | 0 | -2 | 2 | 18 | 15
COc1ccc(C2/C=C\CN(C(=O)c3ccccc3)[C@H](Cc3ccccc3)C(=O)N2Cc2ccc(F)cc2)cc1 (some centres undefined) | 7 | 5 | 9 | -12 | 0 | 7 | 6 | 1 | -6 | -4 | 11
CCOC(=O)N1CCN(CC(=O)N2c3ccccc3Sc3ccccc32)CC1 | -15 | 2 | 1 | 7 | 3 | 2 | -33 | -5 | -7 | 9 | 1
CC(Sc1nnc(C2CC2)n1C1CC1)C(=O)NC1(C#N)CCCCC1 (centres undefined) | -69 | 3 | -2 | -9 | 23 | 0 | 3 | -11 | -5 | -52 | 2
COc1ccccc1OCC(=O)Nc1cc(S(=O)(=O)N2CCCCC2)ccc1N1CCCCC1 | 15 | -12 | -2 | -5 | 16 | -3 | 22 | 2 | -5 | -16 | 6
N#CC1=C(N)Nc2nc3ccccc3n2C1c1ccc(Cl)cc1 (centres undefined) | -38 | -19 | -1 | -1 | -58 | 15 | -27 | -8 | 7 | -19 | 5
Cc1ccc(N(Cc2cc3ccccc3[nH]c2=O)C(=O)c2cccs2)cc1C | 6 | 5 | -3 | 5 | 1 | 5 | 23 | -8 | -4 | 4 | 13
COc1ccc(C(=O)NCC(=O)OCCCOC(=O)CNC(=O)c2ccc(OC)c(OC)c2)cc1OC | 10 | -12 | 6 | -3 | -5 | -4 | 0 | -25 | -4 | -28 | -21
COc1cc(/C=C/C(=O)Nc2ccc(C(C)=O)cc2)cc(OC)c1OC | -1 | 17 | 10 | 0 | -1 | 0 | 1 | -13 | 2 | -40 | -30
CC(C)c1cc(C(=O)Nc2cccnc2)no1 | -57 | -80 | -16 | -2 | -38 | 2 | -118 | -16 | -3 | nt | nt
Cn1c(=O)n(Cc2ccccc2)c2ccccc21 | 5 | 0 | -12 | -1 | -4 | 7 | -18 | 3 | -11 | -9 | -6
Cc1ccc(N(C(=O)c2ccccn2)C(C(=O)NC2CCCCC2)c2ccncc2)cc1 (centres undefined) | 2 | -15 | -11 | -6 | -29 | 7 | -10 | -6 | 1 | -43 | 4
COc1ccc(C(=O)NC(=S)Nc2cccc3ncccc23)cc1[N+](=O)[O-] | 16 | 9 | 9 | -2 | 12 | -5 | 8 | -10 | -1 | 27 | 5
COc1ccc(NC(=O)CSc2n[nH]c(=O)n2Cc2ccccc2)cc1Cl | -6 | 16 | -1 | -2 | -21 | 19 | 36 | -9 | 2 | -17 | -7
CN(C(=O)c1ccc(NC(=O)Cc2cccc(NC(=O)C3CCCN(C(=O)CCc4ccccc4)C3)c2)cc1)C1CCCC1 (centres undefined) | 8 | 6 | -44 | 2 | 14 | 7 | -6 | -5 | -3 | -6 | 23
FC(F)(F)c1ccccc1-c1nc(-c2ccncc2)no1 | -9 | -24 | nt | -4 | -23 | 6 | 16 | -20 | 1 | -7 | -8
CCOc1ccc(/C=N/NC(=O)C(=O)N2CCCCCC2)c2ccccc12 | -4 | -2 | 33 | 7 | 19 | -16 | -4 | 2 | 10 | -46 | -3
COc1cc(/C=N\NC(=O)CN2CCOCC2)ccc1OCC(=O)Nc1ccc(C)c(C)c1 | 3 | -3 | 2 | -5 | 11 | 3 | -8 | -8 | -2 | 14 | 19
O=C(CCN1C(=O)C2C3C=CC(C3)C2C1=O)Nc1ccccc1F (centres undefined) | 2 | 7 | 10 | 10 | 1 | -14 | -7 | -12 | -4 | 19 | 8
COc1ccc(N(C(C)C(=O)N2CCC(Cc3ccccc3)CC2)S(C)(=O)=O)cc1 (centres undefined) | 24 | 19 | 2 | -6 | 17 | 26 | 11 | -8 | -2 | 24 | 42*
O=C(Nc1cccc(-c2ccc(N3CCCCC3)nn2)c1)c1ccco1 | -90 | -97 | -3 | -14 | 29 | 81* | -177 | -6 | -1 | -55 | -41
COC(=O)CCC(=O)c1oc2ccc(Br)cc2c1N | -85 | -99 | -29 | 6 | -72 | 3 | -76 | -7 | -9 | -59 | -38
CCCc1cc(=O)oc2cc(OC(C)C(=O)NC3CC(C)(C)NC(C)(C)C3)ccc12 (centres undefined) | 13 | -8 | -4 | 7 | 1 | -10 | 3 | 3 | -12 | -18 | 12
O=C(O)C1CC=CCC1C(=O)Nc1ccc(Oc2ccc(Cl)cc2)cc1 (centres undefined) | 9 | 10 | -12 | -3 | 2 | 0 | -27 | 3 | -7 | 7 | 4
O=C(CN1CCCC1)Nc1cc(F)ccc1F | -9 | -1 | 4 | -2 | -6 | 1 | 1 | 2 | -12 | 12 | 15
COC(=O)[C@H](CC(C)C)NC(=O)NCCC1=CCCCC1 | 25 | -12 | 3 | 5 | -6 | -3 | 2 | -6 | -9 | -5 | 9
COc1cccc(CNC(=O)CCN2C(=O)[C@@H]3Cc4ccccc4CN3C2=O)c1 | -20 | 10 | -2 | -3 | 5 | -2 | 2 | -14 | 0 | -23 | 7
CCOc1ccc(C(=O)NC(=S)Nc2cc(C)ccn2)cc1[N+](=O)[O-] | 17 | 6 | -7 | 2 | 12 | -4 | -21 | 0 | 11 | -14 | -7
O=C(NCc1ccco1)c1cccc(C(F)(F)F)c1 | 9 | 7 | 1 | -2 | 2 | -9 | 10 | -3 | 7 | -23 | 4
CC(OC(=O)Cc1ccc(Br)cc1)C(=O)NC1CCCCC1C (centres undefined) | 15 | -12 | -5 | 6 | -18 | -6 | 10 | -16 | -10 | 14 | -12
Cc1ccc(C)c(N(CC(=O)Nc2ccc(-c3nc4ccc(C)cc4s3)cc2)S(C)(=O)=O)c1 | -9 | -22 | -19 | -11 | -10 | -2 | -41 | 0 | 4 | -25 | -4
O=c1c2ccccc2nc(-c2ccc(Cl)cc2)n1C1CCS(=O)(=O)C1 (centres undefined) | 12 | -4 | -5 | 2 | 10 | 2 | -8 | -6 | -6 | -11 | 6
Cc1nc2ccc(NC(=O)COc3ccccc3[N+](=O)[O-])cc2s1 | 0 | 2 | -11 | 3 | -27 | 11 | -7 | -7 | nt | -18 | -6
O=C(c1ccc2snnc2c1)N1CCOCC1 | -3 | 4 | -15 | nt | -20 | -13 | 8 | 6 | 0 | 13 | 0
CC1CC(C)CN(S(=O)(=O)c2ccc(C(=O)OCC(=O)NCCN3C(=O)CSC3=O)cc2)C1 (centres undefined) | 8 | 5 | -5 | -1 | 13 | -6 | 1 | 4 | -5 | 2 | 1
COc1ccc(-c2nn(-c3ccccc3)cc2C(=O)OCC(=O)c2ccc(C)c([N+](=O)[O-])c2)cc1 | 7 | 2 | 0 | -16 | 6 | 0 | -21 | 10 | -2 | -11 | 13

Grouped by structure: the compounds so far with fluorine
SMILES | SRC3 inh | SRC1 inh | LMP1 NFkB inh | Vif imaging | TROY signal inh | TRAIL sens C8 | LRH-1 inv ag | NOD2 RIPK2 PPI | TLR9-MyD88 inh | SRC2 inh | COUP-TFII inh
Cn1c(=O)c2c(nc(SCc3nn[nH]n3)n2Cc2ccccc2F)n(C)c1=O | 18 | -28 | -5 | -8 | 4 | -6 | -2 | 1 | -12 | -11 | 0
COc1ccc(C2/C=C\CN(C(=O)c3ccccc3)[C@H](Cc3ccccc3)C(=O)N2Cc2ccc(F)cc2)cc1 (some centres undefined) | 7 | 5 | 9 | -12 | 0 | 7 | 6 | 1 | -6 | -4 | 11
FC(F)(F)c1ccccc1-c1nc(-c2ccncc2)no1 | -9 | -24 | nt | -4 | -23 | 6 | 16 | -20 | 1 | -7 | -8
O=C(CCN1C(=O)C2C3C=CC(C3)C2C1=O)Nc1ccccc1F (centres undefined) | 2 | 7 | 10 | 10 | 1 | -14 | -7 | -12 | -4 | 19 | 8
O=C(CN1CCCC1)Nc1cc(F)ccc1F | -9 | -1 | 4 | -2 | -6 | 1 | 1 | 2 | -12 | 12 | 15
O=C(NCc1ccco1)c1cccc(C(F)(F)F)c1 | 9 | 7 | 1 | -2 | 2 | -9 | 10 | -3 | 7 | -23 | 4

One compound at a time (already shown). Order of screens: SRC3 inh, SRC1 inh, LMP1 NFkB inh, Vif imaging, TROY signal inh, TRAIL sens C8, LRH-1 inv ag, NOD2 RIPK2 PPI, TLR9-MyD88 inh, SRC2 inh, COUP-TFII inh
Listed for `CC1CC(C)CN(S(=O)(=O)c2ccc(C(=O)OCC(=O)NCCN3C(=O)CSC3=O)cc2)C1` (centres undefined) → 8, 5, -5, -1, 13, -6, 1, 4, -5, 2, 1
Listed for `O=C(CCN1C(=O)C2C3C=CC(C3)C2C1=O)Nc1ccccc1F` (centres undefined) → 2, 7, 10, 10, 1, -14, -7, -12, -4, 19, 8

Screening data deposited in PubChem by several laboratories.

A portion of the library; count on the stated rates, not on these rows.
